# Screening data as filed in PubChem.
# RGS7-Gao reg = human RGS7-Galphao interaction regulation; binding response (% of control), % at 10 µM; P09471; AID 1439; 220,000 tested, 0.35% active; Multiplexed bead flow cytometry, RGS7-Galphao binding; actives lie on both sides; in the data active means binding response below about 49% or above about 150%; inconclusive means no clear call, values can overlap the other calls; inactive means in between;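 further: fluorescent Galphao held in activated GDP-AlF4 state binding bead-coupled RGS7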
# Target sequence (P09471 whole entry, looked up): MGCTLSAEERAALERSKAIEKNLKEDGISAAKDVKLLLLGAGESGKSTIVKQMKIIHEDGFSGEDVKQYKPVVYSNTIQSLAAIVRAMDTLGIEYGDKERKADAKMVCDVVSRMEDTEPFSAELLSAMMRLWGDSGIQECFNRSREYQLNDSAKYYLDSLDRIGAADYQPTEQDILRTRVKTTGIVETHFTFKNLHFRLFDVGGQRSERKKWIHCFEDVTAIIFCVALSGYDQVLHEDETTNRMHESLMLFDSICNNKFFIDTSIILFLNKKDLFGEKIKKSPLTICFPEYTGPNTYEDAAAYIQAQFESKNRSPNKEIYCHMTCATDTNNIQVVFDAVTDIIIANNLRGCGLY
# RGS4-Gao reg = modulates binding of RGS4 to human Galphao | Multiplexed bead flow cytometry; actives lie on both sides | P09471 | AID 1415 | binding response (% of control), % at 10 µM | 220,000 tested, 0.33% active; in the data active means binding response below about 49% or above about 150%; inactive means in between;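 further: fluorescent Galphao activated with aluminum fluoride binding bead-coupled RGS4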
# RGS8-Gao reg = regulators of human RGS8-Galphao interaction. response (percent of control binding), % at 10 µM. AID 1423. multiplexed bead flow cytometry, RGS8-Galphao binding; actives lie on both sides. 220,000 tested, 0.34% active; in the data active means response below about 60% or above about 140%; inactive means in between;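 further: Galphao activated as the GDP aluminium fluoride complex binding bead-coupled RGS8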
# Starred values were filed as active, the others as inactive; u = inconclusive; [ ] = remark or other dose. An excerpt. The share of hits here may be higher or lower than overall.
# Below each compound – RGS7-Gao reg	RGS4-Gao reg	RGS8-Gao reg
COc1cc(O)c(C(CC(=O)N2CCOCC2)c2cc(OC)c(OC)c(OC)c2)c(OC)c1 (stereo not drawn)
    u	102	101
C/C(=N/N=C1\SCC(=O)N1c1ccccc1)c1ccc(C)cc1
    u	100	99
C/C(=N\NC(=O)c1ccc(NS(=O)(=O)c2cccs2)cc1)c1ccc(O)cc1O
    u	84	95
Cc1cc(=S)nc(-c2ccccn2)[nH]1
    u	95	99
O=C(COc1ccc(-n2ccnc2)cc1)Nc1cccc(F)c1
    u	104	102
Cc1c(NC(=S)N/N=C/c2ccc([N+](=O)[O-])cc2O)c(=O)n(-c2ccccc2)n1C
    u	102	101
COc1ccccc1NS(=O)(=O)c1cccc(NC(=O)c2[nH]c(C)c(C(C)=O)c2C)c1
    u	101	100
CCOC(=O)C1CCN(c2c(NCc3ccc(N(C)C)cc3)c(=O)c2=O)CC1
    u	104	103
O=C(Nc1nc(-c2ccccn2)cs1)c1ccc([N+](=O)[O-])o1
    u	96	91
O=[N+]([O-])c1ccc(N2CCOCC2)cc1O
    u	105	101
COC(=O)c1c(-c2snnc2C)n[nH]c1C
    u	104	102
O=C(O)c1cncc(C#CCC2CCCCC2)c1
    u	88	94
COc1ccc([C@@H]2OC2(C(N)=O)C(N)=O)cc1
    u	109	100
COc1cc2c(cc1OC)CN(C(=S)Nc1ccc(Cl)cc1)CC2
    u	97	99
COc1ccc2oc(N)c(C=O)c(=O)c2c1
    u	100	101
CCCC(=O)N/C(N)=N/c1nc(C)c2ccccc2n1
    u	103	101
O=C(NNc1ccccc1F)C1CCC1
    u	119	112
O=C(Nc1ccccc1)C(=O)Nc1cccnc1
    u	94	99
N#Cc1c(Nc2ccccc2Cl)s[nH]c1=O
    u	101	97
COc1ccc(NC(=S)N=Nc2c(O)[nH]c3ccccc23)cc1
    u	105	101

# Below each compound – RGS7-Gao reg	RGS4-Gao reg	RGS8-Gao reg
Cc1cc(C)cc(N2C(=O)CCN(Cc3ccccc3)C2=O)c1
    u	107	102
C/C=C\C=C\C(=O)Nc1cccc(C2=NOC3(C2)C[C@@H](C(N)=O)N(C(=O)C(c2ccccc2)c2ccccc2)C3)c1 (stereo partly drawn)
    u	107	93
CC(=O)C1C(c2ccc(O)cc2)NC(=O)NC1(O)C(F)(F)F (stereo not drawn)
    u	100	99
CCCc1[nH]n(-c2nc3ccccc3s2)c(=O)c1C=NCCCOC
    u	96	99
Cc1cc(C)nc(NS(=O)(=O)c2ccc(NC(=O)Nc3ccccc3F)cc2)n1
    u	108	105
O=C(COC(=O)C1CC2C=CC1C2)Nc1cccc(S(=O)(=O)N2CCOCC2)c1 (stereo not drawn)
    u	111	101
Cc1cc(C)c(C(=O)C[n+]2cccc(C(N)=O)c2)c(C)c1
    u	95	99
Cc1ccccc1Nc1nc(N)nc(CCl)n1
    u	94	100
COC(=O)c1c(C)[nH]c(C(=O)C(C)OC(=O)C2=NNC(=O)CC2)c1C (stereo not drawn)
    u	97	98
CC1(c2nnc(-c3ccc(Cl)cc3)o2)CC(c2ccncc2)=NO1 (stereo not drawn)
    u	97	101
CC#CC[N+](C)(C)CCCCCCCCCC
    u	170*[activator]	115
N#C/C(=C\c1ccc(O)cc1)C(=O)N1CCCC1
    u	111	109
Cc1cnc(NC(=O)CSc2nnc(COc3ccccc3)o2)s1
    u	103	104
O=C(N/N=C/c1ccc(-c2ccc([N+](=O)[O-])cc2)o1)c1cccnc1
    u	99	100
COc1cc(OC)c2ccc(=O)oc2c1C(CC(=O)N1CCOCC1)c1ccc(N(C)C)cc1 (stereo not drawn)
    u	103	102
COC(=O)c1cc(Nc2cc(C)c3c(O)cccc3n2)cc(C(=O)OC)c1
    u	99	100
COc1ccc(CC(NC(C)=O)C(=O)NC2CCN(C(=O)c3ccc([N+](=O)[O-])cc3)CC2)cc1OC (stereo not drawn)
    u	104	102
CN(C)CCCNc1cc(C(C)(C)C)nc2c(-c3ccc(Cl)cc3)cnn12
    u	101	100
COc1ccc(/C=C/C(=O)NC(=S)NNC(=O)c2cccs2)cc1OC
    u	111	105
Cc1oc(-c2ccc(Cl)cc2)cc1C(=O)/C(C#N)=C/Nc1ccccc1
    u	97	98

# Below each compound – RGS7-Gao reg	RGS4-Gao reg	RGS8-Gao reg
Cc1cccn2c(=O)c3cc(C#N)c(=NC(=O)c4cccs4)n(CC(C)C)c3nc12
    u	107	102
NC(N)=N/N=C/c1ccc(Cl)c(Cl)c1
    u	128	106
COC(=O)[C@@H]1C[C@@]2(O)[C@@H](O)[C@@H](O)[C@@H](O)C[C@H]2N1Cc1ccc(C(F)(F)F)cc1
    u	106	101
COC(C[C@H]1O[C@@H]1[C@@H](O)[C@H](C)OCc1ccccc1)OC
    u	101	100
O=C(O)c1ccc(-c2nnn(Cc3ccccc3F)n2)cc1
    u	99	100
Nc1cccc2c1C(=O)N(C(=O)c1ccco1)C2=O
    u	99	99
CCc1cc(C(=O)c2ccc(OC)cc2)c(NC(=O)CN2CCN(C)CC2)s1
    u	95	107
COc1ccc(S(=O)(=O)N2CCCCCC2)cc1NC(=O)Cc1ccccc1F
    u	93	99
CC(C)(C)OC(=O)NCCCCCc1nnc(SCc2ccccc2F)o1
    u	96	97
CC1=C(C)C(OCCBr)N(c2cc(O)c(Cl)cc2F)C1=O (stereo not drawn)
    u	88	90
O=C(Nc1cccc2ccccc12)c1ccccc1
    u	88	93
CSc1nc(C)c(Cc2c(F)cccc2Cl)c(=O)[nH]1
    u	90	85
CC(C)(C)C1=CC=C(C(C)(C)C)C(=O)C1=O
    u	77	66
Cc1cccc(C(=O)n2c(=S)nc3cc(C)ccn32)c1
    u	104	99
CC(=O)c1ccc(N/N=C2/CCCNC2=O)cc1
    u	100	99
CCOc1cccc(C2C(C#N)=C(N)Oc3cc(C)[nH]c(=O)c32)c1OCC (stereo not drawn)
    u	100	100
Cn1c(=O)c2c(nc(Br)n2Cc2nnc(N)s2)n(C)c1=O
    u	92	91
CC(=O)/C(C#N)=C1\NC(=O)C(Cc2cc(Cl)ccc2Cl)S1 (stereo not drawn)
    u	98	98
O=C1CCC(=O)N(O)CCCCCNC(=O)CCC(=O)N(O)CCCCNC(=O)CCC(=O)N(O)CCCCCN1
    u	72	73
Cc1nc2c(c(C)nn2-c2ccccc2)c(C)c1CCC(=O)Nc1ccc(CN2CCCC2)cc1
    u	98	102

# Below each compound – RGS7-Gao reg	RGS4-Gao reg	RGS8-Gao reg
COc1ccc(OCC(O)CNS(=O)(=O)c2ccc(C)cc2)cc1 (stereo not drawn)
    u	102	101
Cc1ccc(C(=O)N/C(=C/c2ccc(C(C)C)cc2)C(=O)NCCCN2CCOCC2)cc1
    u	102	100
N#Cc1cccnc1N1CCC(C(N)=O)CC1
    u	102	101
O=C1CCCC2=C1C(c1cccs1)n1nc(SCc3ccc(C(=O)O)cc3)nc1N2 (stereo not drawn)
    u	97	101
COc1ccc(OCC(O)CNC(=O)Nc2cc(C)cc(C)c2)cc1 (stereo not drawn)
    u	88	92
COC(=O)CCCC1=CC2=CC(=O)C(C)(OC(=O)c3cccs3)C(=O)C2=CN1C1CCCCC1 (stereo not drawn)
    u	96	100
CCN1C(=O)N(S(=O)(=O)c2ccc(C)cc2)[C@@H](c2ccccc2)C(C(=O)OC)=C1C
    u	101	101
COc1cc(C2CC(=O)Oc3c(C(CCN4CCOCC4)c4ccc(N(C)C)cc4)c(OC)cc(OC)c32)cc(OC)c1OC (stereo not drawn)
    u	99	102
OCCN1CCN(CC#CCC(c2ccccc2)c2ccccc2)CC1
    u	102	101
COCCOC(=O)C1=C(C)NC(=O)NC1c1ccco1 (stereo not drawn)
    u	102	99
CCc1ccc[n+](-c2[nH]c(=O)sc2/C=N/N=C(\[O-])CCn2c3ccccc3c3ccccc32)c1
    u	107	102
CCN1C(=O)N(C)[C@@H](c2ccccc2)C(C(=O)OC)=C1C
    u	101	100
O=C(C[n+]1ccc(C(=O)NCCCO)cc1)c1cccc(Br)c1
    u	96	98
CSc1ccc(Cn2nnc(C(=O)NCCc3ccc(Cl)cc3)c2N)cc1
    u	95	96
Cc1csc2c(N3CCN(C(=S)Nc4ccc(C(F)(F)F)cc4)CC3)ncnc12
    u	96	100
CC(C)Cn1c(N)c(C(=O)COC(=O)/C=C/c2cccs2)c(=O)n(C)c1=O
    u	98	99
C=C1[C@@H](C)C2[C@H](Cc3ccccc3)NC(=O)[C@]23OC(=O)CC[C@H](O)CCC[C@H](C)C/C=C/[C@H]3[C@@H]1O (stereo partly drawn)
    u	100	99
S=c1[nH]nc(Nc2cccc3ccccc23)s1
    u	102	101
COC(=O)c1ccccc1SC(CC(=O)c1ccccc1)c1ccc(F)cc1 (stereo not drawn)
    u	99	99
O=C(CCc1ccccc1)NCC(=O)N/N=C/c1ccc(O)cc1O
    u	99	99

# Next part, starting with the last three of the part before.
mol	RGS7-Gao reg	RGS4-Gao reg	RGS8-Gao reg
S=c1[nH]nc(Nc2cccc3ccccc23)s1	u	102	101
COC(=O)c1ccccc1SC(CC(=O)c1ccccc1)c1ccc(F)cc1 (stereo not drawn)	u	99	99
O=C(CCc1ccccc1)NCC(=O)N/N=C/c1ccc(O)cc1O	u	99	99
COc1ccccc1NC(=O)N1c2ccccc2NC(=O)CC1C (stereo not drawn)	u	95	97
Cc1ccc(C(=O)Nc2cccc(-c3nc4ncccc4o3)c2)cc1	u	88	94
CN(Cc1nc2c(s1)CCCC2)C(=O)CCc1nnc(-c2ccc3c(c2)OCO3)o1	u	80	87
CC(C)C[C@H](CO)Nc1nc(Nc2cccc(Cl)c2)c2ncn(C(C)C)c2n1	u	101	103
Cc1cc(C)n(C2CCCCC2OC(=O)CCc2ccccc2)n1 (stereo not drawn)	u	101	98
CCc1c(-c2ccccc2)[n+](=O)c2c(n1[O-])CCC2	u	105	101
Clc1ccc(-c2csc(Nc3cccnc3)n2)cc1	u	102	100
Clc1cncc(Cl)c1N/N=C/c1ccccc1	u	105	104
CC(=O)c1sc2nc(C)c3c(c2c1N)CCCC3	u	85	92
O=S(=O)(c1ccc(Br)s1)N1CCNCC1	u	96	102
CC(C)(C)c1csc(Sc2ncccc2[N+](=O)[O-])n1	u	98	97
O=C1NC[C@H](c2ccccc2)N(CCc2cc(C(F)(F)F)cc(C(F)(F)F)c2)C1=O	u	106	104
CC(C)(C)c1ccc(Oc2ncccc2NC(=O)c2cccs2)cc1	u	98	98
O=C(O)CC1NCCc2ccccc21 (stereo not drawn)	u	103	103
COc1ccc(-c2csc(NC(=S)NC(=O)/C=C/c3ccco3)n2)cc1Br	u	98	99

mol	RGS7-Gao reg	RGS4-Gao reg	RGS8-Gao reg
CCCCCc1n[nH]c2c1CCCC2	u	111	105
CCOc1cc2c(Cl)ncnc2c(OCC)c1OCC	u	98	95
Cc1ccccc1/C=N/n1c(-c2cc(-c3ccccc3)n[nH]2)n[nH]c1=S	u	37*	41*
CSc1nc(SCCN(C)C)c2c3c(sc2n1)COC(C)(C)C3	u	95	97
C=C(C)C(=O)Nc1cccc(C2=NOC3(C2)C[C@@H](C(N)=O)N(C(=O)CC(c2ccccc2)c2ccccc2)C3)c1 (stereo partly drawn)	u	105	103
O=C(N=Nc1c(O)n(C2OC(=O)c3ccccc32)c2ccccc12)c1ccco1 (stereo not drawn)	u	104	104
O=C(c1ccc(Cl)c([N+](=O)[O-])c1)N(Cc1ccc(F)cc1)C1CCS(=O)(=O)C1 (stereo not drawn)	u	94	101
CC(C)C(=O)N1CCC2(CC1)Oc1ccc(Cl)cc1C(=O)C21CC(c2ccc(Cl)cc2)=NO1 (stereo not drawn)	u	107	101
Cc1ccccc1NC(=S)Nc1ccc2[nH]c(=O)[nH]c2c1	u	104	100
COC(=O)c1cnc(Oc2ccc(NC(=O)NC(=O)c3c(F)cccc3Cl)cc2)cc1C(F)(F)F	u	104	101
O=C(N/N=C/C(Br)=C/c1ccccc1)c1cnccn1	u	103	102
O=C1/C(=C/c2cccnc2)SC(=S)N1N1CCOCC1	u	89	97
COc1ccc(/C=N/N=C2/SCC(=O)N2Cc2ccccc2)cc1	u	109	103
CN(C)CCCNC(=S)Nc1ccc(-c2ccccc2)cc1	u	97	98
COc1ccccc1-c1cn[nH]c1-c1ccc(OCc2ccccc2)cc1O	u	101	100

# Shown as a hit in RGS4-Gao reg, among the entries above:
mol	RGS7-Gao reg	RGS4-Gao reg	RGS8-Gao reg
CC#CC[N+](C)(C)CCCCCCCCCC	u	170*[activator]	115
Cc1ccccc1/C=N/n1c(-c2cc(-c3ccccc3)n[nH]2)n[nH]c1=S	u	37*	41*

# (continued)
mol	RGS7-Gao reg	RGS4-Gao reg	RGS8-Gao reg
COCCCn1c(=O)cc(C)[nH]c1=S	u	91	97
CC(C)(C)C(=O)OCc1nc(-c2ccc(C(F)(F)F)cc2)cs1	u	99	100
COC(=O)c1ccc2c(=O)n(Cc3ccc4c(c3)OCO4)c(SCC(=O)N3CCCC3)nc2c1	u	101	99
CCOc1nc(CC(C)C)c2c(c1C#N)CC(C)(C)OC2	u	100	101
CCOc1cc(/C=C(/NC(C)=O)C(=O)O)cc(Cl)c1OCc1ccc(Br)cc1	u	102	101
Cc1cc(NCc2ccccn2)n2nc(C)c(-c3ccccc3)c2n1	u	84	93
Cc1ccnc2nc(C(=O)Nc3ccc(S(=O)(=O)N4CCCC4)cc3)nn12	u	104	104
